Compound activity from PubChem.
hcDAF-12 act – H. contortus DAF-12 nuclear receptor activators, primary screen, cell-based, luminescence, HEK293, lit1-tk-luc reporter | AID 652067, 2013 | HEK293 hcDAF-12 lit1-tk-luc reporter; 0% DMSO, 100% Δ7-dafachronic acid | actives 1.4% (n = 370,000) | activation, % at 6.8 µM;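 active = activation above the mean of all tested compounds plus 3 SD, cut at about 5.5% in these data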;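 also: 100% = response to 3 µM Δ7-dafachronic acid high control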
hgDAF12 agonist – H. glycines DAF-12 receptor agonists, primary screen, cell-based, luminescence, HEK293, GAL4 fusion, UAS-luciferase | Nuclear hormone receptor DAF-12 (Heterodera glycines), GAL4 fusion | HEK293 GAL4-hgDAF12 UAS-luciferase reporter, agonist luminescence; normalized to butyrate control | activation, % at 6.8 µM | actives 1.8% (n = 370,000) | AID 687014, 2013;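 active = activation above a cutoff set at the mean of all screened compounds plus 3 SD, cut at about 10% in these data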;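 also: 0% = DMSO wells and 100% = sodium butyrate wells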
PG9 Ab binder – binders of HIV-1 gp120 antibody PG9, primary screen, biochemical, TR-FRET; HIV-1 gp120 / PG9 antibody interaction; TR-FRET gp120-PG9 antibody binding; inhibition, % at 6.7 µM; actives 0.43% (n = 360,000); in the data active = inhibition above about 8.5%
GAA850 FXN act – FXN promoter activators, primary screen, cell-based, luciferase luminescence, HEK293 lucGAA850; HEK293 lucGAA850 FXN promoter luciferase reporter, 24 h; percent of 10 µM SAHA response; activation, % at 6 µM; actives 0.56% (n = 360,000); AID 540364, 2011;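 active = activation above the average of all compounds screened plus 3 SD, cutoff fixed separately per campaign, cut at about 7.5% in these data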;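 also: 0% = DMSO wells and 100% = 10 µM SAHA wells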
HGIII-sPLA2 inh – human group III sPLA2 inhibitors, primary screen, biochemical, QFRET, BODIPY PC-A2 liposome substrate. inhibition, % at 12.2 µM. Group 3 secretory phospholipase A2 (Homo sapiens), Q9NZ20. QFRET BODIPY PC-A2 liposome hydrolysis, fluorescence. AID 743126, 2013. actives 0.56% (n = 370,000);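 active = inhibition above mean plus 3 SD of compounds lying within the high and low control bounds, cut at about 19% in these data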;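 also: 0% = median of test compound wells and 100% = no enzyme DMSO wells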
Target sequence (Q9NZ20 whole entry, looked up): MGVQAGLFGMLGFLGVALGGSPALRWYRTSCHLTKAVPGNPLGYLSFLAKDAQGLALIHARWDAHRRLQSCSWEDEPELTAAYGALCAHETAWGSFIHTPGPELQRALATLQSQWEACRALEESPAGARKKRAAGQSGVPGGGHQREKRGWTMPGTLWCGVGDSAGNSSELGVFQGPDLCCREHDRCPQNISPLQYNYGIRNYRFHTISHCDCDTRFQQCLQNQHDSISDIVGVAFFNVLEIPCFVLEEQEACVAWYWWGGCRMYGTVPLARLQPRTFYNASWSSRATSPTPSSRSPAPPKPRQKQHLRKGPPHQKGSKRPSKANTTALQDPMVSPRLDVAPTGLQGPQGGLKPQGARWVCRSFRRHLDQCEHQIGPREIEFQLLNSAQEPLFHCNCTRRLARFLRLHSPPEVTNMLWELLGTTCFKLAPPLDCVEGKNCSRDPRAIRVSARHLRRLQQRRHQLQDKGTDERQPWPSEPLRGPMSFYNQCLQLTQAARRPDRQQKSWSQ
DAX1 inh-1 – DAX1 (NR0B1) inhibitors on StAR promoter, primary screen, cell-based, luminescence, SF-1 (NR5A1), full-length DAX-1. inhibition, % at 6.8 µM. AID 652010, 2013. HEK293T StAR-luciferase reporter, SF-1/DAX-1 repression relief. actives 1.1% (n = 370,000);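 active = inhibition above the mean over all tested compounds plus 3 SD, cut at about 3.6% in these data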;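 also: 0% = DAX-1 cells with DMSO and 100% = cells lacking DAX-1 with DMSO; higher inhibition means more luminescence from relief of DAX-1 repression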
Rev-erbA mod – modulators of Rev-erb alpha DNA binding, primary screen, biochemical, FITC-DNA, fluorescence polarization, uHTS; actives 0.79% (n = 370,000); Rev-erbα–FITC-DNA binding, 90 min; activity, % at 10 µM;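 active = activity above about 14%, limit read from the data; passing the limit was not always enough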;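 also: 0% = DMSO wells with 35 nM protein and 100% = DMSO wells with 750 nM protein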
SMARCA2 act – SMARCA2 (BRM) function activators, primary screen, cell-based, luminescence, high throughput; activation, % at 9.1 µM; actives 1% (n = 370,000); AID 652017, 2013; MG213 cells, MMTV-luciferase reporter, dexamethasone, overnight; in the data active = activation above about 7.8%;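 also: 0% = vehicle wells and 100% = reference activator wells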
ssDAF-12 act – S. stercoralis DAF-12 nuclear receptor activators, primary screen, cell-based, luminescence, HEK293, GRIP1 co-expression, lit1-tk-luc. Nuclear hormone receptor DAF-12 (Strongyloides stercoralis). HEK293 ssDAF-12/GRIP1 lit1-tk-luc reporter; % of 3 µM dafachronic acid response. activation, % at 6.8 µM. actives 1% (n = 370,000). AID 652126, 2013;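 active = activation above the mean over all tested compounds plus 3 SD, cut at about 0.9% in these data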;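 also: 0% = DMSO-only wells and 100% = 3 µM delta7-dafachronic acid wells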
PLC-beta3 inh – human PLC-beta3 inhibitors, primary screen, biochemical, fluorescence | 1-phosphatidylinositol 4,5-bisphosphate phosphodiesterase beta-3 (Homo sapiens), Q01970 | Purified PLC-beta3, fluorogenic substrate | inhibition, % at 12.2 µM | actives 0.18% (n = 370,000) | AID 720704, 2013; in the data active = inhibition above about 11%;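 also: 0% = median of compound wells on plate and 100% = full blocker control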
DAX1 inh-2 – DAX1 (NR0B1) inhibitors, primary screen, cell-based, HEK293, Gal4-DAX1, luciferase luminescence. Nuclear receptor subfamily 0 group B member 1 (Homo sapiens), P51843. HEK293 Gal4-DAX1 luciferase reporter. inhibition, % at 6.75 µM. actives 0.99% (n = 340,000). AID 504766, 2011;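 active = inhibition above the mean over all tested compounds plus 3 SD, cut at about 4.2% in these data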;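 also: 0% = DAX1-transfected cells with DMSO and 100% = empty-vector control cells with DMSO; inhibition shows as a rise in luminescence from relieved DAX1 repression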
Target sequence (P51843 207-470 limits assumed): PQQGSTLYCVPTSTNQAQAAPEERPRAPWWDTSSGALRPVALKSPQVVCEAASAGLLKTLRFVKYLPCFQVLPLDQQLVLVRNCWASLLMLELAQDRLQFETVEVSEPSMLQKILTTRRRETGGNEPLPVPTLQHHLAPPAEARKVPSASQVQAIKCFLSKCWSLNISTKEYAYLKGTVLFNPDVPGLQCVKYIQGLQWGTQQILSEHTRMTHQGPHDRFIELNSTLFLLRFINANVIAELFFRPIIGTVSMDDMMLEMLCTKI
* marks the source's active call; other numbers are inactive results; nt = no result given.

molecule,hcDAF-12 act,hgDAF12 agonist,PG9 Ab binder,GAA850 FXN act,HGIII-sPLA2 inh,DAX1 inh-1,Rev-erbA mod,SMARCA2 act,ssDAF-12 act,PLC-beta3 inh,DAX1 inh-2
Cc1ccc(NC(=S)NNC(=O)Nc2ccccc2)cc1,3.2,12*,-0.1,7.0,1,5.7*,0,6,1.4*,1,1.6
Nc1nnc(SCC(=O)N2CCN(Cc3ccccc3)CC2)s1,-1.1,3.3,2.0,-0.5,10,0.0,-3,0,-1.5,-2,-1.4
O=C(c1cccs1)N1CCN(c2ccc([N+](=O)[O-])cc2F)CC1,-2.0,0.6,0.5,-2.2,-1,-0.1,-3,-2,-1.5,-2,2.5
CCOC(=O)/C(=N/Nc1ccc(Br)cc1)N1CC(C)OC(C)C1 (stereo not given),-1.3,-0.3,-1.5,-0.3,-3,-0.5,3,-2,-1.1,2,0.1
Cc1ccccc1CSc1nc2ccccc2c(=O)n1C,1.1,-2.3,-1.2,1.6,-2,-1.2,0,0,-0.3,-3,-0.7
O=C(COc1ccc(S(=O)(=O)N2CCCCC2)cc1Cl)N1CCCC1,-1.6,0.3,0.4,-3.0,6,-0.4,5,-1,-1.2,-11,-0.6
Cc1ccc(NC(=O)Cn2cccc2C2=NC(c3ccccc3)CO2)cc1C (stereo not given),1.2,0.4,-1.2,-1.0,21*,-1.0,1,-6,-1.8,-10,-1.2
Fc1ccc(CC2CCN(c3ncnc4sccc34)CC2)cc1,-6.0,-7.5,nt,nt,-16,nt,8,nt,-2.6,-4,nt
Cc1ccc(CCNC(=O)C2CCN(S(=O)(=O)N3CCC4(CC3)OCCO4)CC2)cc1,6.0*,1.0,-0.6,1.6,-2,0.1,0,0,-1.7,6,0.2
CCCc1cc(=O)oc2c(C)c(OS(C)(=O)=O)ccc12,-0.7,-1.0,-0.7,4.5,8,-1.6,3,-3,-0.7,-50,-0.3
CN(C)C(CNC(=O)c1cccc(OC(F)F)c1)c1ccco1 (stereo not given),2.1,-1.2,-0.5,0.1,-4,0.2,1,0,-0.2,-4,0.7
CCN(CC)C(=O)Cn1cc(C(=O)C(=O)NCCCN2CCCCC2)c2ccccc21,-0.4,4.0,-0.7,1.0,2,0.4,-5,-1,-0.3,-7,-0.3
COc1ccc(S(=O)(=O)N(C(C)=O)c2ccc(OC(C)=O)c3ccccc23)cc1[N+](=O)[O-],1.5,-5.3,-3.4,1.9,-25,-2.3,4,-6,0.6,-5,-3.0
CN(Cc1c(C(=O)N/N=C/c2ccccc2O)nnn1-c1nonc1N)C1CCCCC1,0.9,0.9,1.3,-3.9,3,-1.0,-4,-4,-0.6,-4,0.6
O=C1Nc2ccccc2C1c1ncc(C(F)(F)F)cc1Cl (stereo not given),3.6,1.9,-1.0,1.9,-3,-0.1,-4,-2,-0.3,-4,-0.4
CCOC(=O)c1c(S(=O)(=O)NCC(=O)Nc2ccc(F)cc2F)c(C)n(C)c1C,-1.1,1.3,-0.3,0.9,1,-0.1,2,2,-1.0,-8,1.7
CC1(C(=O)NCc2cccc(Cl)c2)Cc2c(-c3ccccc3)ccnc2O1 (stereo not given),-0.1,0.8,-0.1,-0.8,3,-1.8,0,-1,-1.4,-2,nt
Cc1occc1-c1nnc(SCC(=O)NC2CCCCC2)o1,-1.9,1.5,0.5,-0.1,-1,0.4,7,0,-1.7,-5,0.1
N#CCCN(C(=S)Nc1ccc(S(=O)(=O)N2CCOCC2)cc1)c1ccccc1F,-0.1,-1.5,-1.4,1.5,3,-1.1,0,-1,-0.9,4,-1.0
CCCc1cc(=O)oc2c(C)c(OC(C)C(=O)NCc3ccccn3)ccc12 (stereo not given),-2.9,3.0,-1.3,-0.1,1,-0.8,0,3,-1.3,-20,-0.5
O=c1[nH]nc(-c2cc(-c3ccccc3)nc3ccccc23)o1,-2.2,0.9,5.6,0.3,-12,-1.3,-7,-4,-1.1,-200,-0.1
O=C(Cn1nnc(-c2ccccc2-n2cnnn2)n1)NCc1ccccc1,-1.7,-0.9,-0.5,-0.5,1,0.3,-6,0,-0.9,2,-0.5
Cc1ccc2nc(SCC(=O)Nc3cc(C(F)(F)F)ccc3N3CCOCC3)[nH]c2c1,-2.6,-2.6,-0.7,5.8,-15,0.7,-3,-2,-1.0,3,1.4
Cc1cc(Cl)ccc1OCCCC(=O)N1CCN(C(=O)c2ccco2)CC1,-1.1,-2.9,-2.1,5.0,-5,0.3,0,-2,-1.4,-1,0.7
Cc1cc2oc(=O)cc(CN3CCC(C)CC3)c2cc1Cl,-1.7,1.3,0.7,0.1,5,0.3,0,2,-0.9,-1,1.4
COCCNC(=O)c1snc2ccc(Cl)cc12,1.2,7.7,-2.3,-2.2,8,0.1,3,-3,-1.1,-8,0.6
Cc1cc(C(=O)OCC(=O)c2ccccc2)c2ccccc2n1,-0.9,0.3,1.2,-0.3,-2,-0.2,-4,-2,-1.0,-8,-1.2
CCCCn1c(N)c(N(CC(C)C)C(=O)c2cc(-c3ccco3)nc3ccccc23)c(=O)[nH]c1=O,-1.7,-1.3,1.3,-0.5,2,0.8,-21,1,-0.8,-73,-0.3
COc1ccc2cc(CN(CC3CCCO3)C(=O)Nc3ccccc3OC)c(=O)[nH]c2c1 (stereo not given),-1.0,1.1,0.0,-5.9,-1,-2.8,-2,-1,-1.3,-3,-1.7
COc1ccc(-c2noc(CCC(=O)NCC3CCN(Cc4cccc(C)c4)CC3)n2)cc1,-1.8,-2.8,-3.4,-3.6,-15,-1.4,-1,0,-1.7,1,-2.1
CC(C)(C)c1ccc(C(CC(=O)O)NC(=O)Cc2ccccc2)cc1 (stereo not given),1.1,-2.1,-0.6,0.1,-1,0.5,1,2,-1.1,-5,0.1
CC(=O)c1cccc(NS(=O)(=O)c2ccc(NC(=O)N3CCCCC3)cc2)c1,-6.0,-6.0,0.7,-2.8,-13,-7.9,-1,-3,-2.2,-4,-2.1
Cc1ccc2c(CN3C(=O)NC(C)(c4ccc5c(c4)OCO5)C3=O)cc(=O)oc2c1 (stereo not given),-1.5,-3.1,1.2,1.2,-15,-0.7,5,-3,-1.4,-6,0.6
O=C1/C(=C/c2ccccn2)SC(=S)N1c1ccc(O)cc1,-0.4,0.6,-1.1,-3.1,-5,-0.2,5,-2,-1.1,-8,-0.6
Cc1nc(CN(C)Cc2nc(Cc3cccc(F)c3)no2)cs1,-0.4,-2.6,1.7,2.3,4,0.6,-2,1,-0.7,-4,0.7
CCCCc1c(-c2ccc(Cl)cc2)ncn1CCc1ccccc1OC,-0.6,1.3,-0.4,nt,-12,-0.2,8,-9,-1.1,4,nt
Cc1cc(N2CCOCC2)ccc1/C=C\[N+](=O)[O-],0.6,3.9,-6.9,2.1,12,0.3,-1,1,16*,5,-0.7
CCOC(=O)N1CCN(C(=O)C(C)N(c2ccccc2)S(C)(=O)=O)CC1 (stereo not given),-1.5,-0.3,-1.6,0.8,0,-0.2,0,-1,-1.4,-6,-0.9
Cc1ccc(-c2c(C#N)c(N)nc3c2CCCCC3)cc1,-0.6,0.9,0.2,3.9,4,-0.5,31*,2,-1.3,-5,0.5
COc1ccc(CNS(=O)(=O)c2ccc3c(c2)C(C)(C)C(=O)N3C)cc1,-0.1,-1.5,-2.0,2.9,4,0.4,1,-1,-1.2,-8,-0.3
O=CNc1ccc(OC(=O)c2cncc(Br)c2)cc1,2.6,4.7,1.6,-0.6,12,1.4,-2,2,0.5,7,1.0
O=C(COC(=O)C1C2CC3OC(=O)C1C3C2)Nc1cccc(Cl)c1 (stereo not given),-0.3,0.4,-3.5,-0.5,-1,0.1,-2,3,-1.0,-2,-0.4
C/C(=N\NC(=O)c1ccc(Cl)cc1)c1ccc(N2CCOCC2)cc1,0.5,6.7,-1.9,2.5,0,0.3,1,-1,-1.1,-6,-0.5
O=C(CCN1C(=O)C2C3C=CC(C3)C2C1=O)NCCN1CCCc2ccccc21 (stereo not given),1.9,0.5,-0.5,0.3,2,-0.4,1,-2,0.2,-32,-0.4
Cc1ccc2c(c1)c(/C=C/c1cc[n+](C)cc1)c(C)n2C,-1.6,-9.5,-31,-5.1,-37,-1.5,280*,-1,-2.6,-148,-2.9
COc1cccc(NC(=S)N2CCN(C/C=C/c3ccccc3)CC2)c1,-0.2,-3.1,0.3,-0.7,-7,-0.9,-3,-3,-1.9,-4,-0.8
Cc1ccc(S(=O)(=O)N(C)C)cc1NC(=S)N1CCN(Cc2ccc3c(c2)OCO3)CC1,-3.0,-3.4,-1.9,-2.0,3,-2.1,-6,-6,-2.4,-6,-2.8
O=C(CCc1nc(-c2ccccc2)no1)NC1CCCCCC1,-2.7,0.5,1.7,-0.1,13,-0.4,-3,-1,-1.0,-9,-0.1
O=C(CCNC(=O)Cn1ccc2ccccc2c1=O)NCCCN1CCOCC1,0.1,2.1,2.7,0.3,4,0.4,-6,-4,-0.8,-8,5.1*
CC(C)c1ccc(NC(=O)[C@@H](NC(=O)N2CC(=O)Nc3ccccc32)C(C)C)cc1,0.8,5.3,-1.4,-4.5,-5,1.4,-1,-1,-0.8,-6,1.6
Cc1cc(CN(C)C(=O)c2ccc(OC3CCN(CCc4ccccc4)CC3)cc2)on1,-0.1,-1.7,-0.7,1.2,-12,-0.6,-3,0,-1.1,-3,0.6
CCOC(=O)Cc1csc(NC(=O)CN2CCN(c3ccccc3)CC2)n1,-1.1,0.7,0.2,1.6,2,0.2,3,1,-1.1,-1,1.6
Nc1ncnc(Nc2ccccc2C(F)(F)F)n1,-1.3,-1.4,2.5,1.2,-3,-0.2,0,-1,-1.1,4,0.4
